From PubChem
Rin1 Abl inh: inhibitors of human Rin1-Abl protein interaction; TR-FRET Rin1/Abl binding, biochemical; inhibition, % at 7.35 µM; 0.4% of 360,000 active; P00519+Q13671; AID 588664; in the data active = inhibition above about 5%, passing the limit was not always enough
SKN-1 block: blocks SKN-1 activity in C. elegans; inhibition, % at 21.8 µM; 0.49% of 360,000 active; C. elegans VP596 Pgst-4::GFP/RFP ratio, acrylamide-induced, 24 h;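 active = interference check ratio from 0.5 to 1.5 plus GFP to RFP signal ratio inhibition reaching or exceeding a fixed threshold, cut at about 30% in these data, passing the limit was not always enough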; also: some compounds called inactive have numbers as strong as hits
NRP1-CendR mod: NRP-1/CendR interaction modulation; 0.85% of 360,000 active; FAM-RPARPAR peptide binding to NRP-1, fluorescence polarization; inhibition, % at 25 µM; AID 602438; O14786;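 active = inhibition or corrected inhibition above about 18%, plus a signal ratio from 0.5 to 1.5, limit read from the data, passing the limit was not always enough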; also: strong numbers were not always called active
Target sequence (O14786 whole entry, looked up): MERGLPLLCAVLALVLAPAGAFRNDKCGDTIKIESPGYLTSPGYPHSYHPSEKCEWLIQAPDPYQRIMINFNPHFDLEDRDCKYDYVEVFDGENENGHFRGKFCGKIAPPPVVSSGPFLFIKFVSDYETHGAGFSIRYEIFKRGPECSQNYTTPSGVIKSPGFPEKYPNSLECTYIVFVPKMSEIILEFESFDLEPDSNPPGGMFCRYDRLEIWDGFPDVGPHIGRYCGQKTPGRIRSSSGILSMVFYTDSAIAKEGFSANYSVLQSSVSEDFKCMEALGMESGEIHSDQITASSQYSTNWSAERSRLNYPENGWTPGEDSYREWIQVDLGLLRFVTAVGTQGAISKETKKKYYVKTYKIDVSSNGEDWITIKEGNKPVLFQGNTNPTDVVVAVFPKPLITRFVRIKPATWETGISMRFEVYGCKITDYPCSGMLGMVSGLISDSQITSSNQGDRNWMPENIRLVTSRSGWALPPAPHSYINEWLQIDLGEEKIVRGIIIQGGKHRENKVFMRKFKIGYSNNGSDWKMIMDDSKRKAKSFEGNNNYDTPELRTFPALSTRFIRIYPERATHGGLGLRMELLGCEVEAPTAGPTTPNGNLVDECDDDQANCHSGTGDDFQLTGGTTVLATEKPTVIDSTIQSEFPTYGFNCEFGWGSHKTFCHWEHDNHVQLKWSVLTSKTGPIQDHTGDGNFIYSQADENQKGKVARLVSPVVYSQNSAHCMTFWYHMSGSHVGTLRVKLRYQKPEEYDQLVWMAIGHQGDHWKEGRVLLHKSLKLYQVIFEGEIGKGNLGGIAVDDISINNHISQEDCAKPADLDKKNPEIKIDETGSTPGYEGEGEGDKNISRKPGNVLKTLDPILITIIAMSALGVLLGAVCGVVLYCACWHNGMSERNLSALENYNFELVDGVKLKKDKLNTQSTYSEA
PABP1 MLLE inh: blocks PAM2 peptide binding to the PABP1 MLLE domain | 0.36% of 360,000 active | P11940 | GST-MLLE / FITC-PAM2 fluorescence polarization | inhibition, % at 20 µM; in the data active = inhibition above about 35%, passing the limit was not always enough;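 also: plate controls were DMSO wells with GST-MLLE for no effect and wells lacking GST-MLLE protein for full effect; some results filed as inactive read as strong as hits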
E coli Lon inh: inhibits E. coli Lon protease; P0A9M0; purified E. coli Lon protease, fluorescence polarization; inhibition, % at 7.94 µM; 0.42% of 360,000 active; AID 602123; in the data active = inhibition above about 13%, passing the limit was not always enough;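 also: 0% = enzyme with probe and DMSO and 100% = no enzyme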
bovine MsrA act: activates bovine MsrA enzyme. purified bovine MsrA, absorbance read-out. activation, % at 10.6 µM. 0.3% of 360,000 active; in the data active = activation above about 7.5%;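 also: 0% = vehicle and 100% = reference activator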
MT1-MMP act inh: MT1-MMP (human) activation inhibition; HT1080 RFP-PRO-GFP cells, GFP/RFP ratio fluorescence, overnight; percent of plate control window, DMSO zero; 0.061% of 360,000 active; P50281; GFP/RFP ratio change, % at 20 µM; AID 651647;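 active = GFP/RFP ratio change of at least 30% with cell ATP level not reduced by more than half and red fluorescence within 50% of control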; also: strong numbers were not always called active
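Assay system: HT1080 cells carrying an RFP-PRO-GFP reporter | Dosing: Single dose of 20 µM compound, 1% DMSO final | Incubation: Cells overnight before dosing, compound overnight, 37 °C, 5% CO2 | Evaluation: GFP/RFP fluorescence ratio | Control set: DMSO and RFP-L50D-GFP cell wells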
FAS TE block: inhibitors of human fatty acid synthase thioesterase domain. AID 602261. inhibition, % at 15 µM. 0.67% of 360,000 active. P49327. recombinant FAS-TE, OMFH fluorogenic substrate, fluorescence endpoint;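 active = compounds whose normalised, plate-corrected inhibition of enzyme fluorescence in the single-dose primary screen is 50% or more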;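 also: 0% = DMSO with enzyme and 100% = substrate without enzyme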
Neddylation inh: cullin neddylation inhibition | calls only at 25 µM | TR-FRET cullin neddylation, biochemical | 0.58% of 360,000 active | P61081+Q13564 | AID 651699; in the data active = inhibition above about 36%
Active calls of the source: *; i = inactive; nt = not tested or not shown; + = active, no number.

SMILES | Rin1 Abl inh | SKN-1 block | NRP1-CendR mod | PABP1 MLLE inh | E coli Lon inh | bovine MsrA act | MT1-MMP act inh | FAS TE block | Neddylation inh
CC(C)C12CN3CC(C(C)C)(CN(C1)C3c1ccc3c(c1)OCO3)C2=O (stereo not drawn) | -2 | 16 | 7 | 3 | -2 | -3 | -3 | 17 | i
Cc1ccc(C(=O)NCCc2n[nH]c(=S)n2C)cc1 | -4 | 1 | 8 | -8 | -8 | -9 | 2 | -14 | i
CCOc1ccccc1C(=O)NCCCn1ccnc1 | -1 | 18 | 7 | 2 | 15 | 3 | -2 | 0 | i
O=C(CN(CC1CCCO1)C(=O)CNS(=O)(=O)c1ccc(F)cc1)NC1CCCCC1 (stereo not drawn) | -2 | 7 | -6 | 5 | -1 | -4 | -1 | -8 | i
O=C1CC(C(=O)Nc2cccc3ccccc23)C2(CCCC2)O1 (stereo not drawn) | 1 | -55 | 6 | 8 | -1 | -1 | 3 | -6 | i
CCN(CC(=O)Nc1cc(Cl)ccc1C)C(=O)Cn1c(=O)cnc2ccccc21 | 1 | 1 | 9 | -19 | -6 | -3 | 4 | -1 | i
Cc1cc(C)c2c(c1)C(=O)/C(=C/c1ccc(C(=O)O)cc1)CC2 | -1 | 6 | -22 | -5 | -9 | -4 | 1 | -8 | i
COc1cccc(NC(=O)c2ccc(NC(=O)C(C)C)cc2)c1 | -2 | 2 | 15 | -14 | 1 | -3 | 5 | -3 | i
CCCCc1n[nH]c(=S)n1Cc1ccc(C)cc1 | 4 | 0 | 27* | -16 | -8 | -10 | -1 | 4 | i
Cc1cc(C)n(CCN(C)C(=O)CCc2nnc(CCC3CCCCC3)o2)n1 | -2 | -11 | 17 | 5 | 5 | -2 | -6 | -4 | i
CN(CCOc1ccc(Cl)cc1)C(=O)C1CCN(C(=O)c2ccc(Cl)cc2)CC1 | 0 | 0 | -9 | 3 | -6 | -8 | 7 | 6 | i
COc1ccc(S(=O)(=O)NNC(=O)C23CC4CC(CC(C4)C2)C3)cc1 | 1 | 17 | 7 | 21 | 4 | -3 | 1 | 0 | i

A section of the results above:
SMILES | Rin1 Abl inh | SKN-1 block | NRP1-CendR mod | PABP1 MLLE inh | E coli Lon inh | bovine MsrA act | MT1-MMP act inh | FAS TE block | Neddylation inh
CC(C)C12CN3CC(C(C)C)(CN(C1)C3c1ccc3c(c1)OCO3)C2=O (stereo not drawn) | -2 | 16 | 7 | 3 | -2 | -3 | -3 | 17 | i
Cc1ccc(C(=O)NCCc2n[nH]c(=S)n2C)cc1 | -4 | 1 | 8 | -8 | -8 | -9 | 2 | -14 | i

(continued)
SMILES | Rin1 Abl inh | SKN-1 block | NRP1-CendR mod | PABP1 MLLE inh | E coli Lon inh | bovine MsrA act | MT1-MMP act inh | FAS TE block | Neddylation inh
CCn1c(SCC(=O)NCC2CCCO2)nc2c(c1=O)SCC2 (stereo not drawn) | 2 | 8 | 9 | 2 | -6 | -2 | 3 | -5 | i
c1ccc2oc(SCc3cn4ccsc4n3)nc2c1 | 0 | -5 | 5 | 16 | 3 | 2 | 1 | -8 | i
O=C(NCc1ccc2c(c1)OCO2)C1CCN(S(=O)(=O)N2CCCCC2)CC1 | -1 | 9 | -11 | 4 | 0 | -3 | 3 | -11 | i
Cc1ccccc1C(=O)NCc1nnc(SCC(=O)N2CCN(c3ccccc3)CC2)n1C | -7 | -2 | 9 | 5 | -4 | -2 | -2 | -7 | i
CN(C)c1ccc(C=c2c3ccccc3n3c2c2ccccc2[n+]3C)cc1 | 0 | 17 | 17 | -10 | -1 | -4 | 90 | 3 | +
C(=N\Nc1ccc(-n2ccnc2)nn1)/c1ccccc1 | 4 | 1 | 6 | -11 | -2 | 1 | 1 | -6 | i
CCn1c(SCC(=O)NCc2ccccc2)nnc1C(CO)NC(=O)c1ccccc1 (stereo not drawn) | -1 | 6 | -3 | -112 | -7 | -4 | 0 | 0 | i
CCSc1nc2ccccc2n1CC(=O)O | 2 | 1 | 6 | -10 | 1 | -2 | -2 | -3 | i
CCc1nnc(NC(=O)c2cccc(S(=O)(=O)N3CCN(C(C)=O)CC3)c2)s1 | -1 | 18 | -5 | -46 | -12 | -3 | -2 | -7 | i
Cc1ccc(C)c(Nc2c([N+](=O)[O-])cc(C(=O)N3CC(=O)Nc4ccccc43)cc2[N+](=O)[O-])c1 | 6 | 13 | 24 | 6 | -3 | -1 | -28 | 27 | i
CCNC(=O)N(C(=O)NCC)n1c(C)nnc1C | 3 | 14 | -10 | 3 | 2 | 0 | 2 | -10 | i
O=c1[nH]c2ccc(Cl)cc2c(-c2ccccc2)c1SC(=S)N1CCOCC1 | -1 | 5 | 10 | 28 | 2 | -2 | 4 | 8 | i

Gathered by group, the entries above containing a COOH group (2)
SMILES | Rin1 Abl inh | SKN-1 block | NRP1-CendR mod | PABP1 MLLE inh | E coli Lon inh | bovine MsrA act | MT1-MMP act inh | FAS TE block | Neddylation inh
Cc1cc(C)c2c(c1)C(=O)/C(=C/c1ccc(C(=O)O)cc1)CC2 | -1 | 6 | -22 | -5 | -9 | -4 | 1 | -8 | i
CCSc1nc2ccccc2n1CC(=O)O | 2 | 1 | 6 | -10 | 1 | -2 | -2 | -3 | i

More structures
SMILES | Rin1 Abl inh | SKN-1 block | NRP1-CendR mod | PABP1 MLLE inh | E coli Lon inh | bovine MsrA act | MT1-MMP act inh | FAS TE block | Neddylation inh
COc1ccc(/C=N/NC(=O)CCn2cnc(-c3ccccc3)c2-c2ccccc2)cc1OC | -2 | 8 | 10 | -6 | -6 | 0 | 2 | 4 | i
CCCCn1c(NCc2ccc3c(c2)OCO3)nc2ccccc21 | -3 | -7 | 11 | 15 | -9 | -10 | -5 | -3 | i
COc1ccc(NS(=O)(=O)c2ccc(NC(=O)C(C)(C(F)(F)F)C(F)(F)F)cc2)nn1 | 1 | 7 | 5 | 3 | -8 | 2 | 7 | -1 | i
Cc1csc(=O)n1CC(=O)OCc1nnc(-c2ccc(Cl)cc2)o1 | 2 | 17 | -11 | 7 | 2 | -3 | 2 | -1 | i
CCCn1c(C)cc(C(=O)COC(=O)c2ccc[nH]c2=O)c1C | 2 | 4 | -4 | 1 | -11 | -14 | 8 | -8 | i
c1ccc(CN2CCN(c3ncnc4c3[nH]c3ccccc34)CC2)cc1 | 0 | -15 | -6 | 2 | 3 | -3 | -7 | 6 | i
O=C(Nc1ccc(F)cc1)c1ccc(S(=O)(=O)NCC2CCCO2)cc1 (stereo not drawn) | 6 | 11 | 4 | -9 | -4 | 1 | 1 | -8 | i
COc1cc(CC(=O)OCC(=O)c2ccc3c(c2)OCCO3)cc(OC)c1OC | 1 | 2 | 17 | -19 | 4 | 2 | 16 | 3 | i
COc1ccc(CC(=O)NCc2nnc(SCC(=O)Nc3ccc(OC)cc3)n2C)cc1 | 0 | -10 | -1 | 0 | 4 | -4 | 3 | -10 | i
CCOC(=O)c1c(N)sc2c1CCC(CC)C2 (stereo not drawn) | -4 | -6 | 6 | 18 | -6 | -4 | -9 | 1 | i
CC(C)[C@@H](N)C(=O)NC[C@H]1O[C@@H](n2cnc3c(N)ncnc32)[C@H](O)[C@@H]1O | -5 | -8 | -6 | 6 | -3 | -6 | 2 | -9 | i
COc1ccc(-n2nc3ccccc3n2)cc1 | 3 | 1 | -4 | 1 | -8 | -3 | -4 | 2 | i
Cc1cc(C)n2nc(SCC(N)=O)nc2n1 | 1 | 6 | 3 | -10 | -1 | -3 | 0 | -6 | i
CCOC(=O)c1[nH]c(=O)[nH]c1CSc1nc(C)cc(C)n1 | 4 | 27 | 16 | 10 | -11 | -1 | -2 | 2 | i
O=C(NCCCN1CCCC1=O)C1CCCO1 (stereo not drawn) | -4 | -5 | 18 | 3 | 2 | -9 | 6 | -7 | i
Cc1c(NS(=O)(=O)c2ccc3c(c2)OCCO3)cccc1-c1nc2cccnc2s1 | -3 | 1 | 14 | 4 | -6 | -5 | 11 | 1 | i
CCn1cc(CN2CCCC(CNS(=O)(=O)Cc3ccccc3)C2)cn1 (stereo not drawn) | 3 | 6 | 6 | 0 | -8 | 0 | 0 | -3 | i
O=C(COc1ccc(Cl)cc1)NCc1ccc(F)cc1 | 0 | 14 | 11 | 0 | 2 | -2 | -2 | 6 | i
COc1ccc(CCNC(=O)CS(=O)(=O)c2cn(CC(=O)N3CCOCC3)c3ccccc23)cc1OC | -1 | -3 | 4 | 3 | 0 | -2 | -2 | -2 | i
COc1ccc(C(=O)/C=C/C(=O)N(Cc2ccc(F)cc2)C(C(=O)NC2CCCCC2)c2ccncc2)c(O)c1 (stereo not drawn) | 0 | 9 | -6 | 17 | 2 | -3 | -9 | 22 | i
COc1ccc(C2C(C#N)=C(/N=C/N3CCN(C)CC3)OC3=C2C(=O)CC(C)(C)C3)cc1OC (stereo not drawn) | 3 | 3 | 9 | 5 | -9 | -2 | -3 | -7 | i
O=C(CSc1ncc(C(F)(F)F)cc1Cl)N1CCN(S(=O)(=O)c2ccc(Cl)cc2)CC1 | -2 | 5 | -10 | 7 | -4 | -3 | -6 | 37 | i
c1ccc(C2NCCn3cccc32)cc1 (stereo not drawn) | -4 | 9 | -1 | -14 | 3 | -4 | -8 | -12 | i
CC(=O)Nc1ccc(S(=O)(=O)N2CCN(c3cccc(C)c3C)CC2)cc1 | 1 | -5 | -4 | -6 | -12 | -5 | 2 | 43 | i
O=C(c1ccco1)N1CCN(S(=O)(=O)c2cccs2)CC1 | -1 | -6 | 16 | 13 | 1 | -3 | 2 | -7 | i
Cc1ccc2ccccc2c1C(O)c1ncc(-c2cccc(F)c2)[nH]1 (stereo not drawn) | 2 | 12 | 5 | 5 | 4 | -3 | -1 | 2 | i
O=c1c(Cc2ccc(F)cc2)c(O)ccn1Cc1ccc(F)cc1 | 1 | 4 | 3 | -1 | 0 | -6 | -12 | -6 | i
Cc1cccc(N(CC(=O)NCc2ccc(F)cc2)C(=O)c2ccco2)c1 | -4 | 14 | -1 | -2 | -12 | -4 | 0 | -2 | i
Cc1ccc(C(=O)/C=C/c2ccc3c(c2)OCCO3)c(O)c1 | -2 | 1 | 5 | 4 | 1 | 3 | -3 | 2 | i
COC(=O)c1c(N)n(-c2ccc(NC(C)=O)cc2)c2nc3ccccc3nc12 | -6 | 29 | -20 | -32 | -13 | -4 | -11 | -3 | nt
O=C(NC(CO)Cc1ccccc1)c1ccccc1 (stereo not drawn) | 1 | -10 | -5 | -3 | 0 | 0 | -1 | -6 | i
O=S1(=O)C=C[C@@H](COCc2ccccc2)N1Cc1ccc(Br)cc1 | 4 | -10 | 4 | -4 | 8 | -5 | 2 | 8 | i
CCCOC(=O)Nc1ccc(C(N)=O)cc1 | -1 | -2 | 0 | 9 | -12 | 1 | -1 | -3 | i
COc1c(C(=O)NCCSC(C)(C)C)ccc2ccccc12 | 4 | 13 | -3 | 8 | 2 | 2 | -3 | 13 | i
Cc1ccc2nc(-c3cccnc3)c(NC3CCCC3)n2c1 | -5 | 4 | -4 | 8 | 10 | -2 | -4 | -4 | nt
CC1=C(C#N)C(=O)NC(=O)/C1=C\c1ccc(-c2ccc(C)cc2[N+](=O)[O-])o1 | 1 | 5 | -21 | 16 | 0 | -5 | -8 | 2 | i
Cc1ccc(-c2nc3c(Cl)cc(Cl)cc3c(=O)n2O)cc1 | -1 | -2 | -5 | -6 | 6 | -9 | -3 | -6 | i
CC(C)Cc1[nH]c(=O)c(C#N)c2c1CCCC2 | 1 | 6 | -6 | -6 | -7 | -6 | -8 | -6 | i
CCc1cccc(C)c1NC(=O)CC(C)(C)CC(=O)O | 0 | 12 | 4 | 0 | 4 | -2 | -1 | -3 | i
O=C(NCCCn1ccnc1)c1cc(-c2ccc(Br)cc2)on1 | -2 | -7 | -2 | 11 | -10 | -3 | -2 | -5 | i
COCCN(C(=O)COC(=O)CC1CCCCC1)c1c(N)n(Cc2ccccc2)c(=O)[nH]c1=O | -3 | 0 | 14 | -7 | 3 | -1 | 1 | 0 | i
O=C1C2C3C=CC(C4CC34)C2C(=O)N1c1cccc2ccccc12 (stereo not drawn) | 0 | 18 | 0 | -8 | -4 | 2 | 0 | 4 | i
